PTHR1 ag – qHTS for PTHR1 Agonists: Primary Screen; 410,000 compounds, 0.075% hits; Parathyroid hormone/parathyroid hormone-related peptide receptor (Homo sapiens), Q03431; HEK293 GP2 PTHR1 cells, GloSensor cAMP luminescence, 1 h; Potency, µM (top dose mostly 115 µM), for inactives: at the highest dose activation, hits mostly activators; further: nearly all actives have a fitted effect of over 55% in size; some results filed as inactive show a strong effect at the top dose; inactives centre near -15; many of its hits are not listed in these tables
Target sequence (Q03431 whole entry, looked up): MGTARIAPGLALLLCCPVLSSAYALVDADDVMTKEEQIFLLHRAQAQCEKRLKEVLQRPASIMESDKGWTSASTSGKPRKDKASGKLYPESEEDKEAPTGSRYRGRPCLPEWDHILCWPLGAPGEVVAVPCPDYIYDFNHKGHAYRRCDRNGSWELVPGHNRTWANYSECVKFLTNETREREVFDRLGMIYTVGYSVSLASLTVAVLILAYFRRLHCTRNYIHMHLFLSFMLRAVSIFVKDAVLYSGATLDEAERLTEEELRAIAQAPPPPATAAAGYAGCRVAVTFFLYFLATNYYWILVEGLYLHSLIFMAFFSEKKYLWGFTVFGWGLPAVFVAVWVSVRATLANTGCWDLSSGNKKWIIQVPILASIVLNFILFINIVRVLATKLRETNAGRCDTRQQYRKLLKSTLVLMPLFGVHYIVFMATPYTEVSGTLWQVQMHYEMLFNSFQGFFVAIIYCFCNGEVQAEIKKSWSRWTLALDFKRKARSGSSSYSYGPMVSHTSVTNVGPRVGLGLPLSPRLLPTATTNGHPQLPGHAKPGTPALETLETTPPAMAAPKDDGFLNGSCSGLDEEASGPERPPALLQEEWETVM
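HEK-293-derived GP2 cells expressing PTHR1 and a GloSensor cAMP reporter, 3,000/well, plated overnight, given luciferin plus IBMX (each 0.5 mM as added) for 1 h at 37 °C, then compound for 1 h at 37 °C. Luminescence was read after 15 min at room temperature.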
EPAC1 agonist – qHTS for Agonist of cAMP-regulated guanine nucleotide exchange factor 3 (EPAC1): primary screen. EPAC1 agonist qHTS, biochemical assay; response scale: 100% = response to 6.5 mM cAMP. Potency, µM (series often up to 154 µM), for the others: top-dose activation, hits mostly activators. Rap guanine nucleotide exchange factor 3 (Homo sapiens), O95398. 360,000 compounds, 0.073% hits; further: nearly all actives have a fitted effect of over 60% in size
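Compounds were pinned as a concentration titration into mixtures of EPAC1 (100 nM), BODIPY-GDP-loaded Rap1B (250 nM) and GDP (50 uM). After 5 min at room temperature, fluorescence was followed for 30 min; activity was scaled to 6.5 mM cAMP.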
aSyn rescue – qHTS of alpha-syn Inhibitors. 370,000 compounds, 0.14% hits. Potency, µM (highest dose often 46.1 µM), for the others: at the highest dose growth rescue (activation), usual class: activators. Yeast expressing alpha-synuclein, growth rescue, BacTiter-Glo, 24 h; further: % of control where 0% means no effect; nearly all actives have a fitted effect of over 65% in size
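Galactose-induced alpha-syn yeast (OD600=0.02, raffinose-pregrown) + pinned cpd, 24 hr, 30 deg C; growth by BacTiter-Glo luminescence. Growth restoration scores as activation.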
TDP-43 yeast inh – qHTS of TDP-43 Inhibitors. 410,000 compounds, 1.8% hits. Potency, µM (top dose mostly 46.1 µM), inactives show top-dose growth rescue (activation), hits mostly activators. TDP-43 expressing yeast growth rescue, BacTiter-Glo, 24 h; further: % of control where 0% means no effect; nearly all actives have a fitted effect of over 50% in size
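Luminescence from BacTiter-Glo reports growth of TDP-43-expressing yeast after 24 hr at 30 deg C with compound. Cells were raffinose-pregrown to mid-log, then seeded in galactose medium at OD600=0.02.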
FUS suppressor – qHTS for Suppressors of FUS Proteinopathy: Primary screen using FUS-linked yeast assay; S. cerevisiae FUS-expressing, growth rescue, OD600, 24 h; 390,000 compounds, 0.24% hits; Potency, µM (highest dose often 76.6 µM), without a hit: top-dose growth rescue (activation), most hits filed as activators;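 further: plate controls were DMSO vehicle for no effect and reference control for full effect; nearly all actives have a fitted effect of over 55% in size; some results filed as inactive show a strong effect at the top dose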
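Compound concentration series was pinned onto galactose-induced FUS-expressing yeast seeded at OD 0.005. Plates sat 24hr at 30C; absorbance at 600 nm gave growth. DMSO served as background control.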
EPAC2 ag – qHTS for Agonist of cAMP-regulated guanine nucleotide exchange factor 4 (EPAC2): primary screen. Rap guanine nucleotide exchange factor 4 (Homo sapiens), Q8WZA2. EPAC2 activation, biochemical qHTS; response scale: 100% = 6.5 mM cAMP response. Potency, µM (series often up to 154 µM), for inactives: at the highest dose activation, actives largely listed as activators. 360,000 compounds, 0.079% hits; further: nearly all actives have a fitted effect of over 50% in size
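Each well held 100 nM EPAC2, 250 nM RAP1B-BODIPY-GDP and 50 uM GDP. Fluorescence, read at 5-min intervals to 30 min, was referenced to a 6.5 mM cAMP positive control.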
EPAC1 antag – qHTS for Antagonist of cAMP-regulated guanine nucleotide exchange factor 3 (EPAC1): primary screen | 360,000 compounds, 0.14% hits | Potency, µM (titrated, usually from 115 µM), without a hit: at the highest dose activity change, negative = inhibition, most hits filed as inhibitors | EPAC1 GEF assay, Rap1b-BODIPY-GDP exchange fluorescence | Rap guanine nucleotide exchange factor 3 (Homo sapiens), O95398;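 further: plate controls were vehicle for no effect and positive control for full effect; nearly all actives have a fitted effect of over 50% in size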
EPAC2 antagonist – qHTS for Antagonist of cAMP-regulated guanine nucleotide exchange factor 2 (EPAC2): primary screen; Rap guanine nucleotide exchange factor 4 (Homo sapiens), Q8WZA2; EPAC2 GEF exchange of Rap1B-BODIPY-GDP, fluorescence; Potency, µM (top dose mostly 114 µM), for the others: at the top dose activity, negative = inhibition, actives largely listed as inhibitors; 360,000 compounds, 0.18% hits; AID 720708, 2013; further: on the % scale 0 is the no-effect control and ±100 the full control effect; nearly all actives have a fitted effect of over 45% in size; many of its hits are not listed in these tables
Starred values were filed as active, the others as inactive; i = inactive; ? = inconclusive; · = no result given; & = joins results of further samples; [ ] = another dose, or the depositor's remark. The call rests on the fitted dose curve; in most records, active means well fitted curve in the direction sought with a large enough effect; inconclusive means small, poorly fitted or top-dose-only effect, or another doubt; inactive means no such curve, though single readings can be large; an effect the other way counts as inactive or inconclusive. Potency means the concentration at half of the fitted maximal effect. Only part of the results is shown. The share of hits here may be higher or lower than overall.

The line under a structure holds: PTHR1 ag	EPAC1 agonist	aSyn rescue	TDP-43 yeast inh	FUS suppressor	EPAC2 ag	EPAC1 antag	EPAC2 antagonist
> CCNC(=O)Cc1ccc(NS(=O)(=O)c2ccc(F)cc2)cc1
    i	8%	-4%	-1%	23%	1%	6%	-4%
> CSc1ccccc1NC(=O)C1=CC(c2ccc(C)cc2)=NS(=O)(=O)N1C
    i	-14%	-4%	?	25%	-6%	2%	-4%
> CCN1CNC(=S)N(c2cccc(C)c2)C1
    i	1%	0%	11%	0%	8%	-10%	3%
> CCN1C(=O)/C(=C/c2cn(C)nc2C)SC1=S
    -8%[57.5 µM]	-3%	7%	-14%	13%	8%	6%	14%
> O=C1NC(=O)C2(C=C(c3ccccc3)C(O)(c3ccccc3)C2)N1 (centres undefined)
    -6%	1%	8%	-20%	·	1%	-1%	11%
> CC(C)OCCCNC(=S)N1CCC(C(=O)c2ccc(Cl)cc2)CC1
    -19%	-7%	1%	19%	36%	-6%	-11%	0%
> O=C(CN(Cc1ccccc1Cl)C(=O)c1csnn1)NCc1ccc(F)cc1
    -38%[inhibitor]	-2%	-1%	7%	15%	14%	-2%	-15%
> Cc1cc(=O)[nH]c(N2CCCC2)n1
    -5%[57.5 µM]	7%	-4%	-11%	-10%	-12%	-4%	?
> CS(=O)(=O)N1CCC(C(=O)c2cccc(Cl)c2)CC1
    i	16%	2%	1%	13%	2%	5%	0%
> COC(=O)c1ccc(-c2ccc([C@H]3[C@H]4C=CC[C@@H](C)[C@@H]4C(=O)N3Cc3ccccc3)c(F)c2)cc1
    i	-6%	0%	-11%	38%	19%	10%	2%
> Cc1cccc(N2C(=O)SC(SC(=Nc3ccccc3)Nc3ccccc3)C2=O)c1 (centres undefined)
    i	4%	1%	-17%	·	6%	?	-10%
> O=[N+]([O-])c1ccc(Cl)cc1Sc1cccc2cccnc12
    -4%[57.5 µM]	12%	-1%	28%	11%	10%	-15%	-3%
> CCC(C)(C(=O)NC1CCCCC1)N(Cc1ccco1)C(=O)c1cnccn1 (centres undefined)
    i	9%	0%	-5%	9%	14%	3%	-2%
> CS(=O)(=O)n1nc(-c2cccnc2)nc1NCc1ccccc1
    i	-9%	0%	-13%	-15%	21%	-27%	-8%
> CCc1ccc(-c2nc(CN3CCC(C(=O)NCCc4ccc(OC)c(OC)c4)CC3)c(C)o2)cc1
    -11%[57.5 µM]	-4%	3%	-2%	20%	3%	7%	0%
> O=CNCc1nc2ccccc2n1CCCc1ccccc1
    i	1%	3%	12%	-23%	-6%	-6%	3%
> COC(=O)c1sc(-c2ccc(Cl)cc2)cc1NC(=O)/C=C/C(=O)O
    -34%[inhibitor]	-6%	3%	-18%[1.82 µM]	-1%	2%	3%	-12%
> CCOc1ccc(S(=O)(=O)N(C)CC(=O)NCc2ccccn2)cc1
    -8%	-7%	-7%	15%	-5%	0%	2%	3%
> CC(=O)Nc1ccc(NS(=O)(=O)c2cc([N+](=O)[O-])ccc2C)cc1
    -7%	0%	-1%	-7%	0%	-1%	-11%	-8%
> O=C(CNC(=O)c1ccccc1F)N/N=C/c1cccnc1
    -15%	8%	-7%	-10%	10%	13%	0%	4%
> CCOC(=O)c1cc2c(=O)n3ccccc3nc2n(Cc2ccco2)c1=NC(=O)c1cccc(OC)c1
    -26%	4%	3%	-4%	33%	-14%	-18%	-11%
> CCOC(=O)C(C#N)c1ccccn1 (centres undefined)
    i	-2%	4%	-5%	19%	10%	2%	4%
> COC(=O)c1sccc1NC(=O)c1cc(-c2cccc(C)c2)nc2ccccc12
    i	2%	0%	11%	-13%	-5%	4%	2%
> OC[C@H]1O[C@@H](n2cnc3c(NCc4ccco4)ncnc32)[C@H](O)[C@@H]1O
    -36%[inhibitor]	1%	2%	13%	-31%	-4%	-3%	-15%
> COc1cccc(-c2onc3ccc(C(=O)/C=C/N(C)C)cc23)c1
    -10%	5%	-71%[inhibitor]	?	20%	-1%	-17%	-23%
> Nc1nc(-c2ccccc2)c(CC(=O)O)s1
    i	2%	-6%	19%	-4%	4%	-1%	7%
> C=CCNc1nc2cc(-c3cccc(NC(C)=O)c3)sc2c(=O)n1C
    i	1%	-7%	25%	-13%	4%	-18%	6%
> COc1ccc(NC(=O)c2ccc(COc3ccccc3Br)o2)cc1OC
    -6%[57.5 µM]	6%	1%	?	30%	0%[15.6 µM]	-25%	-15%
> CCN(CC)CC(O)COc1ccc2c(c1)OCO2 (centres undefined)
    i	8%	0%	-14%	-8%	12%	4%	-4%
> Cc1c(S(=O)(=O)NC(C)c2ccccc2)c(=O)n(C)c(=O)n1C (centres undefined)
    -21%	1%	-3%	6%	·	9%	-7%	3%
> COc1ccc(OC)c(CCNC(=O)c2sc3nc4n(c(=O)c3c2C)CCC4)c1
    i	6%	5%	7%	0%	-5%	-20%	3%
> N#Cc1ccc(C(=O)N(Cc2ccco2)c2c(N)n(Cc3ccccc3)c(=O)[nH]c2=O)cc1
    i	11%	-1%	1%	7%	6%	8%	-4%
> O=c1oc(-c2ccco2)nc2sc3c(c12)CCCCC3
    -28%	3%	-12%	20%	-7%	10%	-5%	4%
> Cc1ccc(S(=O)(=O)N2CCN(CC(=O)N/N=C\c3ccccn3)CC2)cc1
    -1%	-2%	2%	-10%	-24%	16%	-1%	3%
> O=C1OC(O)c2cccc3cccc1c23 (centres undefined)
    i	4%	-2%	0%	4%	0%	-3%	-1%
> CSCCC(NC(=O)c1ccco1)C(=O)Nc1cc(C)ccn1 (centres undefined)
    -6%	5%	-2%	17%	1%	-1%	15%	2%
> COc1cccc(CNc2nc3ccccc3n2CCN2CCCCC2)c1
    2%	1%	-5%	-35%[inhibitor]	23%	2%	0%	1%
> CC(=O)c1ccc(OCCCC(=O)OCC(=O)N2CCN(c3ccccc3)CC2)cc1
    -21%	-3%	1%	18%	-10%	3%	-6%	-5%
> CCC(=O)Nc1ccc(C=C(C(C)=O)C(C)=O)cc1
    -56%[inhibitor]	7%	6%	-4%	13%	9%	0%	6%
> N=c1c(S(=O)(=O)c2ccc(Br)cc2)cc2c(=O)n3ccccc3nc2n1Cc1ccco1
    -48%	3%	12%	-18%	4%	14%	-29%	-11%
> CSc1ccc(C2CC(=O)Nc3nc(SC)[nH]c(=O)c32)cc1 (centres undefined)
    -3%	-1%	2%	-19%	18%	-3%	-6%	4%
> CC(=O)Nc1ccc(S(=O)(=O)NNC(=O)c2cccc3ccccc23)cc1
    ?	-1%	8%	6%	4%	8%	-25%	-9%
> O=C(Nc1ccccc1O)c1ccc2c(c1)C(=O)N(c1ccccc1)C2=O
    i	13%	0%	-15%	17%	7%	-1%	-1%
> Cc1ccc2[nH]c(=O)c(CN(CCCO)C(C)c3nnnn3Cc3ccco3)cc2c1 (centres undefined)
    -15%	1%	-1%	8%	4%	1%	15%	1%
> COc1ccc(OC)c(NC(=O)C2CCCN(S(C)(=O)=O)C2)c1 (centres undefined)
    -16%	16%	-6%	2%	-16%	18%	5%	3%
> CCNC(=O)C1CCCN(C(=O)c2cnc3ccccc3n2)CC1 (centres undefined)
    1%	-8%	-1%	6%	-26%	4%	-6%	21%
> O=C(/C=C/c1ccccc1Cl)Nc1ccncc1
    i	9%	-4%	-5%	41%	-5%	-12%	-4%
> O=C(Oc1ccc2ccccc2c1Cl)N1CCCCCC1
    -50%[inhibitor]	4%	-18%	?	18%	7%	-27%	-16%
> N#Cc1cccc(Nc2c3c(nc4ccccc24)CCCC3)c1
    -32%[inhibitor]	9%	-2%	17%	15%	-1%	1%	-6%
> Oc1ccc2ccc(Cl)cc2c1
    i	5%	5%	11%	·	5%	0%	-10%
> O=C(NC1CCCCC1)c1ccc(S(=O)(=O)N2CCOCC2)cc1
    i	2%	-3%	-11%	7%	7%	4%	6%
> CCOc1ccc2nc(NC(NC(=O)CC)(C(=O)OC)C(F)(F)F)sc2c1 (centres undefined)
    -15%	0%	-20%	0%	15%	0%	4%	11%
> COC(C[C@H](O)C[C@@H](O)[C@@H](C)OCc1ccccc1)OC
    -3%	-23%	1%	1%	-38%	-2%	8%	11%
> O=C(O)c1ccc(NC2=C(Cl)C(=O)c3ccccc3C2=O)cc1
    -35%	4%	-5%	-8%	-26%	17%	6%	-5%
> Nc1ccc(S(=O)(=O)Nc2cnc3ccccc3n2)cc1
    -46%[inhibitor]	3%&-10%	3%&3%	12%&-13%	-22%&23%	-1%&-4%	-10%&9%	8%&-3%
> Cc1ccc(C2C(=O)N(C3CCC(C)CC3)CC(=O)N2C2CC2)cc1 (centres undefined)
    i	8%	9%	14%	·	-1%	-12%	9%
> CCCNC(=O)c1onc(CSc2ccc(F)c(F)c2)c1C(=O)NCCC
    -12%	-21%	-4%	?	16%	7%	-15%	-18%
> CCOC(=O)c1[nH]c(C)c(/C(O)=C2\C(=O)C(=O)N(CCCN3CCOCC3)C2c2cccnc2)c1C (centres undefined)
    i	-6%	-1%	8%	·	4%	-10%	4%
> Cc1cc(N=Cc2c(O)n(-c3ccc4c(c3)OCO4)c(=O)c3ccccc23)ccn1
    -11%[57.5 µM]	0%	2%	5%	24%	6%	-5%	12%
> O=C1c2c(O)cc(O)cc2O[C@H](c2ccc(O)cc2)[C@H]1O
    -21%	-14%	2%	9%	-12%	1%	5%	1%
> Cc1cc(C)c(S(=O)(=O)N2CCN(C(=O)N(C)C)CC2)c(C)c1
    i	4%	-4%	0%	19%	3%	24%	0%
> O=C(NCCc1c[nH]c2ccccc12)c1cc([N+](=O)[O-])cc([N+](=O)[O-])c1
    -6%	6%	-4%	-4%	-5%	9%	0%	-4%

From PubChem BioAssay
